HSF1 inh: HSF1 inhibition; AID 2098; 0.77% of 300,000 active; activity change, negative = inhibition, % at 7.5 µM (by protocol); NIH3T3-HGL HSE-luciferase, MG132-induced, luminescence 8 h; stronger effect = lower value;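 active = more than half of replicate wells show activity change below -50%, luminescence cut by over half; inconclusive = some wells, but at most half, below -50%; inactive = no replicate well below -50%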;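 note: luciferase reports HSF-1 transcriptional activity via heat shock element; 0% = median of DMSO wells and -100% = zero luminescence signal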
Platelet DG rel: modulates dense granule release in human platelets | human platelet-rich plasma, SFLLRN dense granule ATP release, luminescence | 0.22% of 300,000 active | inhibition, %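 (compounds screened at 7.5 µM in platelet-rich plasma)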;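 active = mean replicate score, as percent of positive control, at or above 50; inconclusive = mean below 50 but at least one replicate at or above 50; inactive = mean and every replicate below 50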
GSK3 alpha inh: blocks human GSK-3 alpha kinase; P49840; ADP-Glo luminescence, 60 min; inhibition, % at 10 µM; 0.1% of 320,000 active; AID 2650;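 in the data active = inhibition above about 50%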;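 note: GST-tagged GSK-3 alpha with peptide substrate and 25 µM ATP; 0% = DMSO neutral wells and 100% = GW8510 positive control wells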
Target sequence (P49840 whole entry, looked up): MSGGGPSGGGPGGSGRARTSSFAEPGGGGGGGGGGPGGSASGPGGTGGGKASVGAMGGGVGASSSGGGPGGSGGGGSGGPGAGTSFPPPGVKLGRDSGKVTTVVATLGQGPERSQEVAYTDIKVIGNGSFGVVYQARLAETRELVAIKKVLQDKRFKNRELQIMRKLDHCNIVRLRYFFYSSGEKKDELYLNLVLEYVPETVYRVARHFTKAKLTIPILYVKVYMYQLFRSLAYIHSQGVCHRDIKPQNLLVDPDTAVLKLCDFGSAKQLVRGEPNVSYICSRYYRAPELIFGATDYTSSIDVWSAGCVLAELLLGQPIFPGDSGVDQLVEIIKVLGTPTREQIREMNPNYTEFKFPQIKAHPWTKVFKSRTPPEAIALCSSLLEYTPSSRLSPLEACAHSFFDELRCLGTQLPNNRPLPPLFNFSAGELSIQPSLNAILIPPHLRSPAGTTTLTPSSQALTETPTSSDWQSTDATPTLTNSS
HSP90 inh: blocks HSP90-mediated luciferase refolding in reticulocyte lysate; Rabbit reticulocyte lysate, luciferase refolding luminescence, 3 h; inhibition, % at 5.6 µM; 0.91% of 290,000 active; AID 1789;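 active = inhibition above the screen-wide mean plus 3 SD, computed separately per campaign, cut at about 16% in these data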;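 note: 0% = DMSO wells and 100% = 60 µM geldanamycin wells; inhibitors lower the luminescence because luciferase stays unfolded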
Dyrk1A ADPGlo: blocks rat Dyrk1A kinase activity | Q63470 | ADP-Glo luminescence, NFATc1 peptide | inhibition, % at 12.5 µM | 0.43% of 310,000 active; in the data active = inhibition above about 50%;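 note: plate controls were vehicle with enzyme for no effect and no enzyme for full effect; many of its hits are not listed in these tables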
IEC-6 cytotox: counter-screen for KLF5 inhibitors: cytotoxicity in IEC-6 cells | IEC-6 cytotoxicity, luminescence viability | inhibition, % at 5 µM | 0.78% of 290,000 active | AID 1825; in the data active = inhibition above about 22%;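 note: 0% = plate median of test compound wells and 100% = cytotoxic reference compound wells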
KLF5 inhibitor: suppresses KLF5 promoter-driven expression. inhibition, % at 5 µM. 0.23% of 290,000 active. AID 1700. DLD-1 KLF5 promoter-luciferase reporter, luminescence;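 active = inhibition above a per-plate limit of that plate's mean compound inhibition plus 3 SD, cut at about 60% in these data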;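 note: 0% = DMSO wells and 100% = LY294002 at 200 µM; higher means less KLF5 promoter-driven luciferase light; inactives centre near -14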
HSF1 activator: increases HSF-1 driven luciferase reporter signal; activation, % at 9 µM; NIH3T3-HGL HSF-1 luciferase reporter, MG132, 8 h; 100% = twice DMSO control signal; 1.7% of 300,000 active; AID 504408;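 active = mean replicate activation of at least 50% with a set share of replicates each reaching 50%; inconclusive = only one of those two conditions met; inactive = mean below 50% and too few replicates reaching it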;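 note: 0% = median of the neutral control wells and 100% = twice that signal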
GSK3beta inhib: human GSK3beta kinase inhibition; activity score (negative = inhibition), % at 10 µM; GST-GSK3beta kinase, ADP-Glo luminescence, 60 min; stronger effect = lower value; AID 2097; 0.038% of 300,000 active;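 active = more than half of replicate wells score below -50%, meaning over 50% inhibition versus plate controls; inconclusive = some replicates but at most half score below -50%; inactive = no replicate scores below -50%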;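 note: 0% = median DMSO wells and -100% = median GW8510 positive control wells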
Target sequence (P49841 whole entry, looked up): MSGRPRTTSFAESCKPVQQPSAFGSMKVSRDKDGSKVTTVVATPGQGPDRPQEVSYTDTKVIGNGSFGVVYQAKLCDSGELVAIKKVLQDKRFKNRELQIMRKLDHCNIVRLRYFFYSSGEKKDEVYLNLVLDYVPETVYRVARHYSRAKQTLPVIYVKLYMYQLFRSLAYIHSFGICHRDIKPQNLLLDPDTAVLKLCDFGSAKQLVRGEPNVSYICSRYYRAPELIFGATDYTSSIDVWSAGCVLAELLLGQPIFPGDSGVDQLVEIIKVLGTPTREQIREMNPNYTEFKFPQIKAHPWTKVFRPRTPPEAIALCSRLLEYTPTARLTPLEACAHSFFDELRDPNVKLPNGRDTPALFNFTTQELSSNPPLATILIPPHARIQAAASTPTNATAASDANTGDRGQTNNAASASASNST
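Test system: GST-fused GSK3beta enzyme, cell-free | Quantity: 1.6 ng GST-GSK3beta enzyme per well | Reagent: 25 µM ATP with peptide substrate | Schedule: 60 min enzyme reaction, room temperature | Signal: Luminescent ADP-Glo measurement of ADP formed | Read-out basis: Score relative to plate controls | Control set: DMSO and 20 µM GW8510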
aSyn 5UTR inh: 5' untranslated region of α-synuclein, MLPCN primary screen | alpha-synuclein 5'UTR reporter, inhibitor activity | inhibition, % (tested at 7.5 µM) | 0.82% of 300,000 active; in the data active = inhibition above about 60%; inconclusive = no clear call, values can overlap the other calls;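 note: H4 neuroglioblastoma cells stably carrying SNCA 5'UTR luciferase fusion; 0% = DMSO wells and 100% = positive control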
Numbers without * were called inactive; u = inconclusive; x = no result given. Only part of the results is shown; rates above refer to the full screens.

The first two compounds as a preview:
SMILES	HSF1 inh	Platelet DG rel	GSK3 alpha inh	HSP90 inh	Dyrk1A ADPGlo	IEC-6 cytotox	KLF5 inhibitor	HSF1 activator	GSK3beta inhib	aSyn 5UTR inh
Cc1cc(C)c2oc(C(=O)N(Cc3ccc(F)cc3)C3CCS(=O)(=O)C3)cc(=O)c2c1 (stereo not drawn)	3.3	-1.5	-1.1	-1.6	2.1	5.3	-13.7	-1.7	0.6	-7.2
COc1ccccc1OCC(=O)NCCCN1CCOCC1	0.3	-9.3	-3.0	-3.5	2.2	6.5	-7.2	12.3	0.5	12.3

This part in full, from the start:
SMILES	HSF1 inh	Platelet DG rel	GSK3 alpha inh	HSP90 inh	Dyrk1A ADPGlo	IEC-6 cytotox	KLF5 inhibitor	HSF1 activator	GSK3beta inhib	aSyn 5UTR inh
Cc1cc(C)c2oc(C(=O)N(Cc3ccc(F)cc3)C3CCS(=O)(=O)C3)cc(=O)c2c1 (stereo not drawn)	3.3	-1.5	-1.1	-1.6	2.1	5.3	-13.7	-1.7	0.6	-7.2
COc1ccccc1OCC(=O)NCCCN1CCOCC1	0.3	-9.3	-3.0	-3.5	2.2	6.5	-7.2	12.3	0.5	12.3
Cc1ccccc1NC(=O)C1CC(=O)N(Cc2ccccc2)C1 (stereo not drawn)	-3.1	-2.4	-1.3	-1.5	1.3	-0.1	-9.4	2.6	4.1	-2.6
CN(C)C(CNC(=O)C1CCN(S(=O)(=O)c2cccc(C(F)(F)F)c2)CC1)c1ccccc1 (stereo not drawn)	-2.5	-9.0	-0.5	39.5*	3.1	4.0	-16.0	19.2	-3.9	0.6
O=C(NC1CCC(O)CC1)c1ccc(S(=O)(=O)NCc2ccco2)cc1 (stereo not drawn)	-14.8	-0.8	-2.3	3.7	1.3	1.1	-11.2	-10.9	0.5	-1.5
CCN(CC)c1ccc(/C=N/NC(=O)c2cccc(S(=O)(=O)Nc3ccccc3OC)c2)c(O)c1	-15.5	-4.8	-2.2	5.7	-1.3	30.6*	74.4*	-17.1	0.2	95.2*
CN(CC(=O)Nc1cccc(F)c1)C(=O)c1ccc(COc2ccccc2)cc1	3.6	-15.4	-0.8	x	8.4	x	x	4.0	0.9	-54.9
CCOC(=O)C1=C(C)NC(=O)NC1c1ccc(-c2ccccc2F)o1 (stereo not drawn)	4.7	5.7	x	-4.4	11.8	-2.5	-18.5	-1.8	-5.1	-18.6
CC1(C)CC2CC(C)(CN2CC(O)COc2ccccc2)C1 (stereo not drawn)	-8.9	-1.8	-1.2	-4.3	-2.2	0.6	-23.4	4.6	-0.5	1.0
CCN(CC(=O)Nc1c(F)cccc1F)C(=O)c1ccc(=O)n(Cc2ccccc2)n1	0.5	-10.9	1.2	0.6	6.1	0.5	-22.8	5.9	-0.6	9.7
O=C(Nc1cc2c(cc1C(=O)O)OCCCO2)c1ccc(F)cc1F	-3.0	-1.6	-0.8	-1.6	2.9	-6.7	-47.5	8.3	0.6	-8.8
CCC(=O)NC(=S)Nc1ccc(NC(=O)c2cccc([N+](=O)[O-])c2C)cc1	0.0	6.2	-2.1	-3.4	-0.9	-6.1	-1.4	8.2	-0.2	-2.1
Cc1cc(=O)[nH]c(N/N=C/c2sccc2C)n1	-28.3	17.1	0.5	2.8	0.6	-7.5	-12.2	-27.7	-1.6	-90.4
Cc1cc(C)c(O)c(-c2cc(C(=O)Nc3ccc(S(=O)(=O)N4CCOCC4)cc3)[nH]n2)c1	-3.9	-0.9	-0.5	5.1	0.8	6.4	-15.9	1.4	-2.8	-3.2
COC(=O)C1C/C(=N/NS(=O)(=O)c2ccc(C)cc2)CS1 (stereo not drawn)	-23.0	-2.4	x	-6.1	3.7	-2.8	-11.0	-32.9	7.5	30.4
O=C(Cn1c2ccc(F)cc2c2nc3n(c(=O)c21)CCS3)Nc1ccccc1C(F)(F)F	0.6	5.7	0.2	0.1	-8.8	1.3	8.8	-14.7	-0.8	29.8
Cc1ccc(Cn2ncc3c(N4CCN(C5CCCC5)CC4)ncnc32)cc1	-9.1	15.2	-0.3	4.0	4.9	5.0	10.9	6.5	-0.5	-14.3
O=c1[nH]c(C(F)(F)F)nc2ccc3ccccc3c12	-4.4	-1.1	0.3	2.2	3.6	2.6	-33.2	-15.6	3.0	-10.2
COc1cc(-c2nnc3n2CCCCC3)cc(OC)c1OC	1.6	22.6	1.0	-0.5	-3.2	1.0	-22.1	7.9	-1.4	0.4
CC(C)CC(c1nnnn1CCc1ccccc1)N1CCN(C(=O)c2ccco2)CC1 (stereo not drawn)	3.2	2.6	-1.6	3.5	-1.1	1.7	2.0	17.3	-2.0	-9.8
CC(C)(C)c1ccc(OCc2ccc(C(=O)Nc3cccnc3)o2)cc1	30.7	-3.6	-2.2	26.2*	5.7	1.4	-150.9	28.0	2.3	-169.5
CCCCNc1c2c(nc3c(-c4ccccc4)c(C)nn13)CCC2	0.6	0.2	-1.5	1.6	0.5	-0.2	-3.8	-1.6	-1.7	26.4
CCN1CCN(C(=O)c2ccc(CN(c3ccccc3)S(=O)(=O)c3ccccc3)cc2)CC1	1.3	4.7	2.1	-5.8	0.1	-6.4	1.5	-1.8	2.6	10.8
CCCNC(=O)c1ccc(N2CC3CC(C2)c2cccc(=O)n2C3)c(NC(=O)Nc2ccc(CC)cc2)c1 (stereo not drawn)	-5.1	12.5	2.4	-2.6	-6.5	-1.4	-17.0	-9.5	4.8	7.5
O=C1CN(c2nc(-c3cccnc3)nc3sc4c(c23)CCCC4)CCN1	-1.3	3.0	9.1	-3.6	x	6.1	5.0	-2.3	-38.5	-31.4
COc1ccc(CN2C(=O)c3cccnc3C2=O)cc1S(=O)(=O)NC(C)C	5.8	10.1	-3.4	-3.4	0.4	-1.9	-24.4	16.6	-0.8	-6.5
Cc1ccccc1C(=O)NCC(c1ccco1)N1CCc2ccccc21 (stereo not drawn)	5.2	3.1	0.0	x	18.4	x	x	8.3	0.2	-16.3
CCNC(=S)N(CCc1ccc(OC)c(OC)c1)Cc1cc2cc(OC)ccc2[nH]c1=O	-9.1	-5.0	-1.7	0.2	-0.4	-1.6	-29.3	-7.4	-1.3	-6.7
CC(=O)Nc1nnc(SCc2ccc(C(=O)Nc3ccccc3F)cc2)s1	x	1.5	2.9	-0.9	-3.0	0.0	3.3	x	1.0	-36.9
CC1(C)Cc2nc3sc(C(N)=O)c(N)c3cc2CO1	0.4	3.2	17.4	-2.2	4.5	-7.2	-61.6	9.2	-2.7	-49.2
CC1(C)Cc2ccccc2C(=C(C#N)C#N)N1	-11.3	-2.6	1.0	2.7	-0.9	-10.6	-28.1	-14.6	-1.8	-13.1
Cc1ccc2[nH]c(=O)c(CN(CC3CCCO3)C(=O)c3ccncc3)cc2c1 (stereo not drawn)	-10.1	-1.3	-4.2	1.6	3.4	-4.1	4.3	-5.6	1.7	-2.5
C/C(=N\NC(=O)c1cccnc1)c1cc2ccccc2o1	5.9	12.2	2.1	0.3	-4.8	-2.7	-42.8	17.8	2.1	-17.3
CCn1c(SCc2c(F)cccc2Cl)nnc1-c1ccco1	5.8	4.6	2.7	-0.5	-3.9	4.2	8.5	23.9	-27.5	-22.6
CC1CN(Cc2ccccn2)CCC1=O (stereo not drawn)	-0.2	8.2	0.3	-0.4	x	-3.7	-16.3	7.4	-1.2	-15.9
CCCCC(=O)Nc1cccc(NC(=O)c2cccnc2Cl)c1	-6.2	-1.4	0.0	0.7	x	3.1	6.4	-8.6	2.0	2.7
CCOC(=O)Nc1ccc2c(c1)N(C(=O)CCN(C)C)c1ccccc1S2	19.4	-8.6	-1.0	8.0	4.5	7.9	8.4	36.4	-0.4	-21.0
Cc1occc(=O)c1OCc1ccc(Cl)cc1Cl	4.3	3.4	-4.3	0.8	3.7	-9.6	-10.7	-0.2	-1.6	-2.2
COc1ccc(NC(=O)c2cn(-c3ccccc3)nc2-c2ccncc2)cc1	-16.3	11.1	-1.9	-0.1	0.2	-0.8	-33.5	-16.1	3.0	-25.2
Cc1c(NC(=O)COc2cccc3c2OC(C)(C)C3)c(=O)n(-c2ccccc2)n1C	4.2	-0.6	-3.4	0.6	-1.9	8.4	-2.5	37.4	3.6	6.9
COc1ccc(Cl)cc1N(CC(=O)NCCSc1ccccn1)S(=O)(=O)c1ccccc1	6.1	-2.2	-0.4	6.4	-1.9	5.9	4.8	27.1	0.5	20.2
COc1ccc([N+](=O)[O-])cc1NC(=O)CSCc1ccccc1C	-6.2	5.0	-1.6	2.8	-0.6	5.2	10.4	9.3	3.5	37.8
CCOC(=O)c1c(-c2ccc(OC)cc2)csc1NC(=O)C1CCCO1 (stereo not drawn)	2.4	14.4	0.9	2.0	1.5	-3.2	18.9	13.6	0.3	0.3
CC(C)[C@H](NC(=O)OCc1ccccc1)C(=O)OCC(=O)N1CCN(c2ccccc2)CC1	8.7	-0.6	-1.5	x	8.2	x	x	12.0	2.9	15.5
COCCCNC(=O)C1c2ccccc2Oc2ccccc21	-3.5	-11.5	1.2	-1.8	1.8	0.7	-6.3	-20.5	-1.2	-12.6
Cc1cc(C)n2c(SCC(=O)NCc3ccco3)nnc2n1	-24.1	-4.2	1.8	1.8	3.5	4.1	7.4	-44.0	1.6	13.8
CC(NC(=O)c1ccccc1OC(F)F)c1ccc(-n2ccnc2)cc1 (stereo not drawn)	-2.0	-0.6	-2.9	-2.2	0.6	-0.5	-14.3	19.4	-2.8	11.3
COC(=O)c1ccc(C(=O)OC)c(NC(=S)N2CCOCC2)c1	0.2	2.0	-0.6	3.9	-0.4	0.2	-6.8	0.6	2.6	-9.2
CC(=O)c1ccc(OCCNS(=O)(=O)c2ccc(-n3cnnn3)c(C)c2)cc1	-4.4	-4.4	4.4	-5.1	2.3	7.7	-10.2	12.1	1.8	0.9
O=C(NCc1cccnc1)c1cccc(S(=O)(=O)N2CCOCC2)c1	-0.1	-4.5	-1.1	-0.6	-3.8	-6.2	16.7	-10.1	-1.6	-20.4

Carrying on:
SMILES	HSF1 inh	Platelet DG rel	GSK3 alpha inh	HSP90 inh	Dyrk1A ADPGlo	IEC-6 cytotox	KLF5 inhibitor	HSF1 activator	GSK3beta inhib	aSyn 5UTR inh
COC(=O)C(NC(=O)CCc1nnc2ccc(N3CCCCC3)nn12)C(C)C (stereo not drawn)	-10.0	11.4	-0.5	-0.2	3.2	-8.3	-16.0	-0.6	-4.5	-16.4
NC(=O)c1cccc2c(=O)oc3ccccc3c12	-4.1	-1.4	0.9	1.5	-6.6	1.1	2.9	-6.6	-0.3	-1.9
CC(=O)C1=NOC2C(=O)N(c3ccc(Cl)cc3)C(=O)C12 (stereo not drawn)	-1.6	x	-0.8	-1.4	-2.1	-2.0	-49.7	-14.6	2.4	6.4
COc1cccc(CN2CCN(CC(=O)Nc3ccccc3Cl)CC2)c1	5.1	13.3	0.5	4.2	0.5	-1.8	-13.6	-18.1	0.5	18.8
O=C(Nc1nc2ccccc2[nH]1)c1ccccc1O	39.6	12.0	-1.2	9.9	5.3	8.3	-63.4	u	1.5	-73.8
N#C/C(C(N)=O)=C1/CCc2ccccc2N1	-8.1	-8.4	41.7	-2.5	20.3	-4.0	-24.5	2.8	-0.9	-62.8

Screens: PubChem BioAssay, several laboratories
